Source: PubChem
D1 PAM: enhances dopamine response at the human D1 receptor | AID 504651 | P21728 | 360,000 tested, 0.036% active | potentiation, % at 10 µM | HEK293 TREx D1 cells, calcium flux, dopamine EC20 potentiation; in the data active = potentiation above about 30%; also: 0% is about no effect
D2 ag: D2 dopamine receptor (human) agonism. HEK293 T-REx D2 cells, calcium flux agonist mode. P14416. activation, % at 2 µM. 340,000 tested, 0.53% active;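 active = activation over 3 SD above normal in the single-dose calcium agonist read, cut at about 30% in these data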; also: 0% is about no effect
Target sequence (P14416 whole entry, looked up): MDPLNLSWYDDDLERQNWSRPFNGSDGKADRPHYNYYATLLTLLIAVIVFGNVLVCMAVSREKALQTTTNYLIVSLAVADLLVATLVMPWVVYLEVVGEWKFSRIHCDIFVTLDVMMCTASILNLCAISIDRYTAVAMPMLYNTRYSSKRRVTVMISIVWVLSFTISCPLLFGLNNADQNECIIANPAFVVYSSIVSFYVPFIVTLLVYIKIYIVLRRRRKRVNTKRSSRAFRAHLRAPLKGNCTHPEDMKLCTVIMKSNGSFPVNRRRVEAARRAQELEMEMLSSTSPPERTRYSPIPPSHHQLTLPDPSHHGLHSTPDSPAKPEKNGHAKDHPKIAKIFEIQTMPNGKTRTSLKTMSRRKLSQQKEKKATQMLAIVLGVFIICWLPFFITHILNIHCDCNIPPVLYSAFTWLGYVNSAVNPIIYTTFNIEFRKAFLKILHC
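Calcium-flux readout, 1 cycle/sec over 180 s following compound pin transfer, in inducible HEK293 Trex D2 cells (force-coupled); dopamine controls included. Positive calcium responses during this window marked compounds as potential agonists.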
RXFP1 antagonist: blocks the human relaxin receptor RXFP1; HEK293-RXFP1, relaxin-stimulated cAMP HTRF, 30 min; hits give low values; activity change, negative = inhibition, % at 57.5 µM; 350,000 tested, 0.59% active; AID 1259400;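 active = activity change of -60% or lower, but not beyond a set lower limit; inconclusive = change between -60% and -40%, or beyond the set limit; inactive = change above -40%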; also: % is scaled to controls: 0 for no effect and ±100 for the full control effect
D1 antagonist: human D1 dopamine receptor antagonism; P21728; HEK293 TREx D1 cells, calcium flux, dopamine EC80; hits give low values; activity change, negative = inhibition, % at 10 µM; 360,000 tested, 3.2% active; AID 504652; in the data active = activity change below about -30%; also: % is scaled to controls: 0 for no effect and ±100 for the full control effect
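Antagonism measured as reduced calcium response to an EC80 dopamine addition following 180 s compound pre-read; cells were inducible HEK293 Trex D1 plated overnight at 30 C, read kinetically at 1 cycle/sec.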
D2 antag: antagonists of human D2 dopamine receptor | P14416 | HEK293 TREx D2 cells, calcium flux, dopamine EC80 | inhibition, % at 10 µM | 340,000 tested, 2% active | AID 485344; in the data active = inhibition above about 30%; also: 0% is about no effect
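Calcium mobilization kinetics were recorded at 1 s intervals in tetracycline-induced HEK293 T-REx D2 cells, first for 180 s after compound addition and then 180 s after EC80 dopamine.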
D2 potentiator: D2 dopamine receptor (human) potentiation; P14416; HEK293 T-REx D2, calcium flux, EC20 dopamine potentiation; potentiation, % at 10 µM; 340,000 tested, 0.34% active;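 active = potentiation over 3 SD above the plate norm, cut at about 30% in these data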; also: 0% is about no effect
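Using a no-wash calcium dye in inducible, force-coupled HEK293 Trex cells expressing D2, we tracked fluorescence each second for 180 s after compound, then for 180 s after EC20 dopamine to detect augmented signalling.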
TRHR enhancer: allosterically enhances the human TRH receptor; 360,000 tested, 0.66% active; enhancement, % at 2 µM; P34981; TRHR cells, fluo-8 calcium fluorescence, EC20 TRH enhancement; in the data active = enhancement above about 30%; also: 0% is about no effect
Target sequence (P34981 whole entry, looked up): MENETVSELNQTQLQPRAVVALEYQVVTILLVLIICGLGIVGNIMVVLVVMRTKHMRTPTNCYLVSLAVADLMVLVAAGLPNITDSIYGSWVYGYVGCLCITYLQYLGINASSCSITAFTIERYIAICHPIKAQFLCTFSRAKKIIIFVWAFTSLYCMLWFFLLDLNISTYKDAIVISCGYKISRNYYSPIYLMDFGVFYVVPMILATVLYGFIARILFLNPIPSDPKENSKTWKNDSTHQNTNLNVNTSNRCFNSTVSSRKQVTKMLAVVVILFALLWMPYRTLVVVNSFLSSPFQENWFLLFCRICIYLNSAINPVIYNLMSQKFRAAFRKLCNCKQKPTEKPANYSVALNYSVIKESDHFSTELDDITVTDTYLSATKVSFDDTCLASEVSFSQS
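Enhancer read-out: after compound pinning and an initial kinetic agonist-mode read, an EC20 of TRH (10 nM final) was injected and fluo-8 calcium signal (Ex 480/Em 530) followed at 1 s/cycle for 100 cycles in TRHR-expressing cells.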
D1 ag: agonists of human D1 dopamine receptor. HEK293 T-REx D1 cells, calcium flux, agonist mode. activation, % at 2 µM. 360,000 tested, 1% active. P21728; also: 0% is about no effect
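Inducible HEK293 T-REx D1 cells, force-coupled to calcium signalling, were plated at 4000 cells/well with tetracycline and held overnight at 30 C. After no-wash calcium dye loading, compound-evoked calcium rise over 180 s flagged agonists.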
TRHR ag: TRH receptor (human) agonism; TRHR cells, calcium flux fluo-8, FDSS agonist mode; activation, % at 2 µM; 360,000 tested, 0.18% active; AID 493084; also: 0% is about no effect
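TRHR-expressing cells loaded with fluo-8 calcium dye; 23 nL library compound pin-transferred, kinetic FDSS fluorescence (Ex 480/Em 530) recorded about 180 s for agonist-induced calcium release, before a 10 nM TRH EC20 addition for potentiator mode.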
* = called active by the depositor; ? = inconclusive; nt = not tested or not shown; & = joins results of further samples. Rule as the data show it, unless noted: active = activation above about 30%; inactive = the rest.

SMILES	D1 PAM	D2 ag	RXFP1 antagonist	D1 antagonist	D2 antag	D2 potentiator	TRHR enhancer	D1 ag	TRHR ag
C=CCNC(=O)c1ccccc1NC(=O)c1ccccc1N(C)S(C)(=O)=O	-5	1.7	6	18	-18	10	-2	2	0.1
Cc1ccc2c(c1)c(N=O)c(O)n2Cc1ccc(Cl)cc1	18	-1.5	-19	12	0	-3	-6	0	0.0
Cc1ccc(-c2cc(C(=O)NCCc3ccccc3)c3ccccc3n2)cc1C	-2	0.0	-20	-31*	nt	-10	0	2	0.0
CCOc1ccc(N(C(C)C(=O)NC(C)CC)S(C)(=O)=O)cc1 (stereo not drawn)	-4	-0.3	-3	-3	-2	-11	-14	1	-0.7
COc1ccc(C(=O)C2CCCN(Cc3ccc4nonc4c3)C2)cc1OC (stereo not drawn)	-6	-0.3	5	-13	-9	-3	-4	1	-0.7
OCCC1CN(Cc2ccccn2)CCN1C1CCCC1 (stereo not drawn)	9	0.1	-1	-3	-3	-2	-1	1	1.1
C=CCN(CC(O)c1cccc([N+](=O)[O-])c1)C(C)CCc1ccccc1 (stereo not drawn)	-3	8.8	-11	-2	-29	-21	-2	0	0.4
Nc1ccc(C(=O)OCCCc2nc3cc4ccccc4cc3[nH]2)cc1	-6	0.4	5	-12	1	12	4	1	0.9
C/C=C\C=C\C(=O)N1CC2(CC(c3cccc(NC(=O)/C(C)=C\C)c3)=NO2)C[C@H]1C(N)=O (stereo partly drawn)	0	-0.9	nt	-7	-12	-3	2	1	-1.1
CCCc1nnc(SCC(=O)Nc2ccccc2Cl)n1CC1CCCO1 (stereo not drawn)	-6	-0.7	4	1	5	0	-2	3	-2.2
CCc1ccc(-n2c(C)nc3cc(C(=O)NCc4cccnc4)ccc32)cc1	-7	-0.4	-8	-22	-7	0	0	1	-1.4
O=C(NC(Cc1ccccc1)c1nc2ccccc2[nH]1)C1CC(=O)N(c2ccc3c(c2)OCCO3)C1 (stereo not drawn)	-1	-0.4	0	2	2	-1	3	5	-1.9
COc1ccc(C2=NN(C(=O)CCC(=O)O)C(c3cccs3)C2)cc1OC (stereo not drawn)	-5	1.1	-11	-15	4	-5	13	3	0.3
COc1cccc(N2CCN(C(=O)c3cc4c(s3)-c3ccccc3OC4)CC2)c1	-1&-6	-0.1&-0.6	-5	1&-4	0	0&12	11&1	3&3	0.4&-0.4
Cc1cc(C)c(C)c(S(=O)(=O)N2C(=S)NC(=O)C2CC(C)C)c1C (stereo not drawn)	-7	-0.4	-7	10	-7	7	-2	-1	-0.1
COC(=O)CN1C(=O)COc2ccc(S(=O)(=O)NCc3ccccc3)cc21	0	-1.0	3	8	1	-4	5	1	0.9
CN1C(=O)Cc2cc(S(=O)(=O)CCC(=O)Nc3ccc(Cl)cc3)ccc21	3	0.0	-6	-8	nt	1	4	2	0.5
CCOCCCN(C)C1CCN(C(=O)c2oc3ccccc3c2NC(=O)c2cccc([N+](=O)[O-])c2)CC1	5	1.7	-66*	-6	-4	-29	2	13	2.0
CC(=O)c1ccc(N2CCC(C)CC2)c(F)c1	-1	-0.2	3	46	-12	3	15	4	0.2
Cc1nc2ccc(NC(=O)c3ccc(Cl)c([N+](=O)[O-])c3)cc2s1	2	0.3	-15	-2	-15	7	-10	0	0.2
COC(=O)c1c(NC(=O)c2ccoc2C)sc(C)c1C	8	-0.4	5	14	-4	-2	2	2	0.2
CC(OC(=O)c1nsc(Cl)c1Cl)C(=O)NCc1ccc2c(c1)OCO2 (stereo not drawn)	1	0.3	0	-14	12	-10	5	-2	-0.1
CCC(/C=C1\Sc2ccc(OC)cc2N1CC)=C\c1sc2ccc(OC)cc2[n+]1CCCS(=O)(=O)[O-]	-6	0.5	-6	2	7	11	-7	2	-0.6
Cc1cc(C)c(S(=O)(=O)N2CCN(C(=O)c3cccs3)CC2)c(C)c1	-3	-0.3	2	8	25	2	-8	6	1.8
COc1ccccc1NC(=S)NC(=O)Cc1ccc(Cl)cc1	-6	9.2	-16	-43*	52*	-14	-21	57*	5.3

Reprinted from above, 6 compounds:
SMILES	D1 PAM	D2 ag	RXFP1 antagonist	D1 antagonist	D2 antag	D2 potentiator	TRHR enhancer	D1 ag	TRHR ag
Cc1nc2ccc(NC(=O)c3ccc(Cl)c([N+](=O)[O-])c3)cc2s1	2	0.3	-15	-2	-15	7	-10	0	0.2
COC(=O)c1c(NC(=O)c2ccoc2C)sc(C)c1C	8	-0.4	5	14	-4	-2	2	2	0.2
CC(OC(=O)c1nsc(Cl)c1Cl)C(=O)NCc1ccc2c(c1)OCO2 (stereo not drawn)	1	0.3	0	-14	12	-10	5	-2	-0.1
CCC(/C=C1\Sc2ccc(OC)cc2N1CC)=C\c1sc2ccc(OC)cc2[n+]1CCCS(=O)(=O)[O-]	-6	0.5	-6	2	7	11	-7	2	-0.6
Cc1cc(C)c(S(=O)(=O)N2CCN(C(=O)c3cccs3)CC2)c(C)c1	-3	-0.3	2	8	25	2	-8	6	1.8
COc1ccccc1NC(=S)NC(=O)Cc1ccc(Cl)cc1	-6	9.2	-16	-43*	52*	-14	-21	57*	5.3

Next entries follow:
SMILES	D1 PAM	D2 ag	RXFP1 antagonist	D1 antagonist	D2 antag	D2 potentiator	TRHR enhancer	D1 ag	TRHR ag
Cc1ccc(N(Cc2ccccc2)C(=O)c2cccc(S(=O)(=O)N3CCN(C)CC3)c2)cc1	-4	0.1	-12	-5	3	-5	-14	1	0.5
CN(C(=O)CSc1nnc(C2CC2)n1C)C1CCCc2ccccc21 (stereo not drawn)	1	0.6	-3	9	-1	-2	7	1	0.5
CCC1CCCCN1CCCn1c(=S)[nH]c2ccccc2c1=O (stereo not drawn)	-1	0.6	-21	-6	-21	-5	21	1	0.1
O=C(O)Cc1ccc(C(=O)c2ccc(F)cc2)s1	1	0.5	3	-11	0	1	-2	2	-0.4
CC[n+]1c(/C=C/Nc2ccccc2)oc2ccccc21	-7	0.0	1	-8	-13	-5	-8	1	2.5
COc1ccc(CNC(=O)CSCc2nc(-c3ccccc3F)oc2C)cc1	2	-0.2	-26	-11	nt	-15	13	3	0.9
S=c1[nH]nc(-c2cc(-c3ccccc3)n[nH]2)n1/N=C/c1ccc(Cl)c(Cl)c1	0	0.5	-18	-6	-6	-13	2	1	0.3
CCSc1nnc2c(n1)OC(C)(C)Nc1ccccc1-2	-5	0.3	-7	-16	11	-3	-3	0	-0.7
CCOC(=O)C1CCN(C(=O)Cn2nc(CC)n3cccc3c2=O)CC1	-3	0.4	4	2	-11	6	4	2	1.3
C/C=C(\C)CN1CCN(c2cccc(C)c2C)CC1	-12	0.7	-10	-9	85*	-23	4	8	-0.1
Nc1ccc(Cl)c(S(=O)(=O)Nc2ccccc2Cl)c1	9	0.6	-17	1	-4	4	4	1	0.4
COc1cc(OC)cc(-n2nnc(-c3nc(-c4ccccc4Cl)no3)c2N)c1	-8	-0.3	4	-5	nt	nt	11	5	-2.2
O=C1NC2(CCCCCC2)C(=O)N1Cc1ccccc1Br	1	-0.8	-15	7	6	-5	-4	7	0.6
CC(C)(C)NC(=O)/C(=C\c1cccnc1)NC(=O)c1ccco1	-8	0.0	-3	6	-8	0	13	1	0.4
CC(=O)c1sc(NC(C)c2ccccc2)nc1C (stereo not drawn)	-4	0.4	2	11	12	23	1	5	0.2
CC1CCc2c(sc3nn[nH]c(=O)c23)C1 (stereo not drawn)	1	-0.8	0	17	7	-4	7	5	-0.4
O=C(Nc1cc(Cl)ccc1Cl)c1ccco1	-13	0.6	1	14	-10	-14	13	1	0.1
Cn1ccc(=NC=C(C#N)C#N)c2ccccc21	1	6.8	-8	25	8	3	2	12	8.6
O=C(O)CC(NNC(=O)c1ccccc1)C(=O)Nc1ccc([N+](=O)[O-])cc1 (stereo not drawn)	0	-1.0	10	20	11	-15	-1	3	0.1
CC12CN3CC(C)(CN(C1)C3c1ccc([N+](=O)[O-])o1)C2=O (stereo not drawn)	0	-3.6	-10	9	-9	1	-1	2	-0.8
Cc1nn(-c2ccccc2)c2sc(C(=O)c3c(N)n(C)c(=O)n(C)c3=O)cc12	0	0.3	1	-4	-4	3	4	2	-1.1
Cc1ccc(N2CCN(C(=O)c3c(C)oc4ncn(C)c(=O)c34)CC2)c(C)c1	-3	-0.5	nt	-21	nt	-13	2	0	-1.8
CC(CN1CCCC(C(N)=O)C1)c1ccccc1 (stereo not drawn)	-1	0.1	2	-7	-15	-6	-2	1	0.3
Cc1cc(=O)n2c(ccc3ccccc32)c1C#N	-2	0.1	10	10	-2	-5	0	3	0.1
COc1cccc(C2CC(=O)C3=C(C2)Nc2ccccc2N(C(=O)CCC(=O)O)C3c2ccc(F)cc2)c1 (stereo not drawn)	-1	-2.5	-4	9	-8	6	-14	0	-0.3
The list goes on:
SMILES	D1 PAM	D2 ag	RXFP1 antagonist	D1 antagonist	D2 antag	D2 potentiator	TRHR enhancer	D1 ag	TRHR ag
Clc1cccc(CN2CCCCCC2)c1Cl	1	-1.0	-22	1	-1	-10	-5	5	-0.3
C#CCOCCOCCOCCNc1nc(N2CCN(C(=O)[C@H]([C@@H](C)CC)n3cc([C@@H](N)CC(C)C)nn3)CC2)nc(N2CCN(C(=O)[C@H](CCCCN)n3cc([C@@H](N)C(C)CC)nn3)CC2)n1 (stereo partly drawn)	-2	-0.4	nt	5	2	-3	-8	-1	-0.1
CCC(C)c1ccc(NC(=O)C2CCN(c3ncccn3)CC2)cc1 (stereo not drawn)	-7	0.7	-17	-18	6	-1	-5	2	0.0
Cc1cccc(Cc2nnc(CCC(=O)N(C)Cc3ccncc3C)o2)c1	-6	1.1	-7	-6	16	-3	0	1	-0.4
Cc1cc2c(cc1S(=O)(=O)NCc1ccc(F)cc1)n(C)c(=O)c(=O)n2C	-1	nt	4	1	nt	-7	-1	-1	0.1
CC1=C(C(=O)Nc2ccc(C)cc2C)C(c2ccccc2C)n2ncnc2N1 (stereo not drawn)	0	-0.4	nt	-13	nt	-4	0	5	0.7
CCOc1ccc(Nc2ncnc3c2cnn3-c2ccc(F)cc2)cc1	-3	-0.4	-6	-13	nt	-3	-7	1	0.2
COCc1cc(C)nc(SCC(=O)Oc2ccccc2)c1C#N	-3	1.1	-11	-12	19	8	4	6	0.4
Cc1ccc(S(=O)(=O)Cc2sc3ccccc3[n+]2C)cc1	-6	0.4	?	-23	-5	8	-2	2	-0.9
COC(=O)c1cc(NC(C)=O)ccc1N1CCOCC1	0	-0.1	-6	-19	-6	-2	9	5	-1.6
O=c1[nH]c(=O)c2cc([N+](=O)[O-])cc([N+](=O)[O-])c2[nH]1	-4	-0.4	-22	-3	-4	-4	-6	-2	0.3
COc1ccccc1NC(=O)CON=C(N)CC(=O)NC1CCCCC1	-4	3.0	-13	1	-16	2	-1	23	5.4
CC(C)C(=O)NC(=S)Nc1ccccc1N1CCN(C(=O)c2ccc(Cl)cc2)CC1	-5	2.5	-14	2	-1	-2	-2	5	1.3
Cc1c(C)c2ccc(OCC(=O)NCCN3CCOCC3)c(C)c2oc1=O	0	0.7	16	-10	1	6	6	2	-0.7
O=C1C2CC=C(Cl)CC2C(=O)N1CCc1c[nH]c2ccccc12 (stereo not drawn)	-2	-1.1	0	3	9	10	10	2	-0.9

A few values from the entries so far:
Reading of Cc1cccc(Cc2nnc(CCC(=O)N(C)Cc3ccncc3C)o2)c1 under D2 potentiator: -3
Reading of CC1=C(C(=O)Nc2ccc(C)cc2C)C(c2ccccc2C)n2ncnc2N1 (stereo not drawn) under D2 ag: -0.4
